# Gli-Sufu antag: antagonists of Gli-Sufu signaling; Sufu-KO-LIGHT fibroblasts, Gli luciferase reporter luminescence; inhibition, % at 5 µM; 340,000 tested, 0.74% active;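 active = inhibition above about 55%, limit read from the data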;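 also: 0% = DMSO-treated cells and 100% = wells with medium but no cells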
# 697 NFkB inh: lowers PMA/ionomycin-induced NF-kB signal in 697 B cells; 697 B-cell NF-kB luciferase reporter, 16 h; inhibition, % at 4 µM; 330,000 tested, 0.33% active; AID 435022; in the data active = inhibition above about 35%
# Mdm2 MdmX PPI: disrupts the human Mdm2-MdmX interaction. O15151+Q00987. SaOS-2 split-luciferase Mdm2/MdmX complementation, luminescence. AID 485346. inhibition, % at 8 µM. 330,000 tested, 3% active;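 active = inhibition of at least 50% at 8 µM in the primary screen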
# XBP1 UPR activ: adaptive UPR (XBP1) activation; activation, % at 20 µM; CHO-XBP1 luciferase reporter, IRE1-XBP1 UPR activation, luminescence; percent of tunicamycin response, DMSO as zero; 330,000 tested, 0.33% active;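 active = versus positive control, 20 µM dose yields 30% or more activation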;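 also: 100% = tunicamycin at 10 µg/mL and 0% = DMSO only wells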
#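 Material: CHO-XBP1 cells stably carrying IRE1-XBP1-driven luciferase reporter / Amount: 1000 cells per well / Compound: 20 µM, 1% DMSO / Times: 6 h treatment, 37 °C / Detection: luciferase luminescence / Measure: % activation of reporter signal versus tunicamycin and DMSO controls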
# CHOP UPR activ: apoptotic UPR (CHOP) activation; CHO-CHOP luciferase reporter, luminescence; percent of tunicamycin response over DMSO baseline; activation, % at 10 µM; 330,000 tested, 0.34% active; AID 449763;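 active = at 10 µM dose, activation of 40% or more, normalized to positive control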;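 also: 100% = tunicamycin at 10 µg/mL and 0% = DMSO alone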
#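 measured by = luciferase luminescence | assay system = CHO-CHOP cells, stable luciferase reporter of PERK-eIF2a-CHOP signalling | amount = 500 reporter cells seeded per well | timing = 6 h compound exposure at 37 °C after overnight seeding | controls = positive tunicamycin 10 µg/mL, negative DMSO alone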
# EBI2 antag: EBI2 (human) antagonism. EBI2 beta-arrestin recruitment, luminescence, 7a,25-OHC stimulated. 360,000 tested, 0.81% active. inhibition, % at 5 µM; in the data active = inhibition above about 38%;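 also: enzyme fragment complementation signal reports receptor beta-arrestin coupling in cells; 0% = agonist plus DMSO wells and 100% = wells without agonist; some results beyond the cut were filed as inactive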
# Target sequence (P32249 whole entry, looked up, the tested form may be a part): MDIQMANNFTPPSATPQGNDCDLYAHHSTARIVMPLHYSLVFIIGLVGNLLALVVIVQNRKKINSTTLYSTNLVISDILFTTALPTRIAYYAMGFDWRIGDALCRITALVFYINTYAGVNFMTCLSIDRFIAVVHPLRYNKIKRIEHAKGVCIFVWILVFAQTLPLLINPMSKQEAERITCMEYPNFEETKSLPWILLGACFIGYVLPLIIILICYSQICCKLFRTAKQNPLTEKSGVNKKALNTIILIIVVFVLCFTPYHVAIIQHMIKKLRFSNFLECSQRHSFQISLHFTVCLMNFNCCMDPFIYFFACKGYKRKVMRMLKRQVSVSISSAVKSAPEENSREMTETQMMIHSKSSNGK
# CXCR6 block: CXCR6 (human) receptor inhibition; CHO-K1 PathHunter CXCR6 beta-arrestin, luminescence; inhibition, % at 20 µM; 360,000 tested, 0.36% active; AID 602244; in the data active = inhibition above about 34%, passing the limit was not always enough;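 also: antagonist mode with CXCL16 agonist at 10 nM final; 0% = 10 nM CXCL16 with DMSO and 100% = unstimulated wells without agonist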
# CCR6 antag: antagonists of human CCR6 receptor; inhibition, % at 20 µM; CHO-K1 CCR6 PathHunter beta-arrestin, luminescence, CCL20-stimulated; AID 493098; 340,000 tested, 0.49% active; P51684;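 active = compounds whose inhibition of the agonist-driven luminescence signal at 20 µM reaches about 50%, limit read from the data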;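 also: cells stimulated with CCL20 at 14 nM final; plate controls were DMSO with CCL20 for no effect and DMSO without agonist for full effect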
# Target sequence (P51684 whole entry, looked up): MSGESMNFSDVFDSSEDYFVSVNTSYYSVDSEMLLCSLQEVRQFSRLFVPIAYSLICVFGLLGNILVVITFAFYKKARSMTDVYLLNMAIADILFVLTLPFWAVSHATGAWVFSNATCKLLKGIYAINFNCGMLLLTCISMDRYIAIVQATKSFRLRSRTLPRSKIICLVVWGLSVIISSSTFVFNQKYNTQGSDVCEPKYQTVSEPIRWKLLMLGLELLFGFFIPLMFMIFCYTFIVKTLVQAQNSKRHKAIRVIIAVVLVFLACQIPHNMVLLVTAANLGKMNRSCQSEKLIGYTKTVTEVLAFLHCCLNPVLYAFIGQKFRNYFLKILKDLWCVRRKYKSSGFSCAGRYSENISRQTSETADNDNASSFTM
# Jurkat NFkB inh: inhibitors of the PMA/ionomycin-induced NF-kB reporter in Jurkat cells. PMA/ionomycin-induced NF-kB luciferase reporter, luminescence. 330,000 tested, 0.53% active. inhibition, % at 4 µM. AID 435003; in the data active = inhibition above about 50%
# Starred values were filed as active, the others as inactive; . = no result given.
SMILES,Gli-Sufu antag,697 NFkB inh,Mdm2 MdmX PPI,XBP1 UPR activ,CHOP UPR activ,EBI2 antag,CXCR6 block,CCR6 antag,Jurkat NFkB inh
CN(Cc1nc(-c2ccccn2)no1)S(=O)(=O)c1ccc(Br)cc1,14,5,6,0,0.0,2,4,-13,12
CCNc1nc(OCCNC(C)=O)nc(N(C)C)n1,3,7,-5,0,-0.3,0,-2,1,7
CCCCNC(=S)N/N=C/c1ccccc1F,-42,-43,-5,4,6.7,24,-3,17,-26
Cc1ccc(C(=O)NCC(=O)OCCCOC(=O)CNC(=O)c2ccc(C)cc2)cc1,-13,7,24,-2,0.8,1,12,2,5
FC(F)(F)c1cc(C(F)(F)F)c2ccc(N3CCOCC3)nc2n1,13,4,-4,3,0.5,2,0,4,1
CC(C)n1c(=O)[nH]c(=O)n1C(C)C,5,.,.,.,.,-11,0,-6,.
Cn1c(SC2C(=O)CC(C)(C)CC2=O)nnc1-c1ccco1,8,-22,-18,0,0.3,2,3,2,-1
C=CCNS(=O)(=O)c1nc(C)c(Cl)c(C)c1C#N,8,-30,15,2,-0.6,-9,3,-4,-5
O=C(NCc1ccccc1)c1ccc(NC(=O)C2CCCCC2)cc1,-1,.,.,.,.,9,6,5,.
CC(C)(C)c1ccc(S(=O)(=O)N2CCN(C(=O)C3=COCCO3)CC2)cc1,.,14,16,-3,-0.8,-3,-1,-1,3
Nc1nc2nc[nH]c2c(=O)[nH]1,2,2,26,-9,0.5,5,0,2,-7
Cc1ccc(C(=O)Nc2cccnc2)cc1Cl,20,7,18,1,6.4,-2,-3,14,-29
Cc1ccc2ncnc(Nc3cccc(C(=O)O)c3)c2c1,-5,14,-16,2,0.5,-7,3,9,1
S=C(NCCCN1CCOCC1)N(Cc1ccccc1)Cc1ccccc1,6,-5,-7,-5,0.5,7,-3,6,-3
O=C(NCc1ccc2c(c1)OCO2)C1CCCN1C(=O)Nc1cccc(F)c1 (stereo unspecified),-12,-3,20,-2,1.3,-14,-1,1,-8
Cc1ccc(CN2CCN(C/C(Cl)=C/c3ccccc3)CC2CCO)o1 (stereo unspecified),13,7,-22,-1,-0.3,-2,2,-5,-1
CCn1cc(C(=O)O)c(=O)c2cc(F)c(N3CCN(C(=S)NC(=O)c4ccc(F)cc4)CC3)cc21,-6,-15,6,2,-1.9,12,4,2,-7
O=C(NC1CCCCCC1)C(Cc1ccccc1)n1cccc1 (stereo unspecified),8,3,-5,-4,-1.1,2,14,16,3
O=C(c1nnc(-c2ccc(Cl)cc2)o1)C1CCCC1,-18,-6,-34,4,5.1,-3,-6,1,-21
C/C(=N\NC(=O)c1ccc([N+](=O)[O-])cc1)c1cccc([N+](=O)[O-])c1,-11,19,6,0,-1.4,-18,-7,-5,-22

# Reformatted with two lines to a compound: two of the compounds above
# Each structure is followed by: Gli-Sufu antag, 697 NFkB inh, Mdm2 MdmX PPI, XBP1 UPR activ, CHOP UPR activ, EBI2 antag, CXCR6 block, CCR6 antag, Jurkat NFkB inh
O=C(NC1CCCCCC1)C(Cc1ccccc1)n1cccc1 (stereo unspecified)
 : 8, 3, -5, -4, -1.1, 2, 14, 16, 3
O=C(c1nnc(-c2ccc(Cl)cc2)o1)C1CCCC1
 : -18, -6, -34, 4, 5.1, -3, -6, 1, -21

# (listing goes on)
SMILES,Gli-Sufu antag,697 NFkB inh,Mdm2 MdmX PPI,XBP1 UPR activ,CHOP UPR activ,EBI2 antag,CXCR6 block,CCR6 antag,Jurkat NFkB inh
Cc1onc(-c2ccccc2Cl)c1C(=O)N1CCN(Cc2ccc3c(c2)OCO3)CC1,-9,6,14,-1,0.6,1,-6,-13,8
Cc1ccccc1CNC(=O)Cc1ccccc1[N+](=O)[O-],-50,-37,-15,2,5.0,-3,-3,20,-15
Cc1ccc(N2CC(C(=O)Nc3cccnc3)CC2=O)cc1Cl (stereo unspecified),-13,-10,6,7,-0.1,1,-6,11,-16
C=CCn1c(SCC(=O)NCc2ccc3c(c2)OCO3)nnc1-c1cccnc1,-11,7,15,3,-0.5,-3,-3,-5,-6
Cc1cc(Nc2ccc(F)cc2Cl)n2ncnc2n1,0,12,32,1,-2.1,-8,-2,7,4
CC(NS(=O)(=O)c1cc2c3c(c1)CCC(=O)N3CCC2)c1ccccc1 (stereo unspecified),2,-4,12,-1,-1.9,-8,-4,10,18
O=C(NC1CCN(Cc2ccccc2)CC1)c1ccc(S(=O)(=O)NCc2ccco2)cc1,54,-34,2,-2,0.0,-11,-1,8,51*
Cn1cnc2c(cnn2-c2ccccc2)c1=O,49,-14,-13,-1,-2.7,1,5,5,-1
CCc1cccc(C)c1NC(=O)c1cccnc1,1,4,26,-5,1.7,10,-9,6,4
CCSc1nc2ccccc2n1C(=O)Oc1ccccc1,0,-1,3,0,3.1,-26,9,13,-2
OCC1CCCC(n2cnc3c(=S)nc[nH]c32)O1 (stereo unspecified),-3,25,10,1,-1.0,-1,-10,0,1
FC(F)(F)c1cc(-c2ccccc2)nc(-n2cncn2)n1,3,11,24,0,-1.4,-2,5,-6,-6
CCOc1ccc(C(C(=O)NC(C)(C)C)N(CCOC)C(=O)CCC(=O)Nc2ccccn2)cc1 (stereo unspecified),-1,13,-13,-3,0.3,0,2,-8,-5
CC(=O)Nc1ccc(Oc2ccc3nc(C)[nH]c3c2)cc1,18,4,13,-4,2.4,0,2,-3,2
COc1ccc(/C=N/NC(=O)Nc2cccc3nsnc23)cc1OC,6,-9,49,74*,7.0,-2,4,11,7
COc1cccc(N(CC(=O)NC2CCCCC2)C(=O)CCC(=O)Nc2nc(C)cs2)c1,11,4,-4,1,1.2,13,11,8,-7
CCC(=O)N/C(N)=N/c1nc(C)c2cc(C)c(C)cc2n1,6,-15,74*,-1,3.7,0,-7,16,21
CCN(CC)CCn1c(=S)[nH]c2ccccc2c1=O,12,6,-18,1,1.4,0,1,5,1
O=C(Nc1ccc(S(=O)(=O)N2CCCCC2)cc1)c1cccnc1Cl,-16,-2,12,-2,-0.8,10,4,9,5
Cc1cc(C)c(C(=O)CSc2nnc(-c3ccccc3Br)o2)cc1C,8,.,.,.,.,-10,-3,10,.

# Quoted at random: 6 compounds from above.
SMILES,Gli-Sufu antag,697 NFkB inh,Mdm2 MdmX PPI,XBP1 UPR activ,CHOP UPR activ,EBI2 antag,CXCR6 block,CCR6 antag,Jurkat NFkB inh
CCN(CC)CCn1c(=S)[nH]c2ccccc2c1=O,12,6,-18,1,1.4,0,1,5,1
CCC(=O)N/C(N)=N/c1nc(C)c2cc(C)c(C)cc2n1,6,-15,74*,-1,3.7,0,-7,16,21
O=C(Nc1ccc(S(=O)(=O)N2CCCCC2)cc1)c1cccnc1Cl,-16,-2,12,-2,-0.8,10,4,9,5
CCOc1ccc(C(C(=O)NC(C)(C)C)N(CCOC)C(=O)CCC(=O)Nc2ccccn2)cc1 (stereo unspecified),-1,13,-13,-3,0.3,0,2,-8,-5
CC(=O)Nc1ccc(Oc2ccc3nc(C)[nH]c3c2)cc1,18,4,13,-4,2.4,0,2,-3,2
FC(F)(F)c1cc(-c2ccccc2)nc(-n2cncn2)n1,3,11,24,0,-1.4,-2,5,-6,-6

# Additional structures follow:
SMILES,Gli-Sufu antag,697 NFkB inh,Mdm2 MdmX PPI,XBP1 UPR activ,CHOP UPR activ,EBI2 antag,CXCR6 block,CCR6 antag,Jurkat NFkB inh
O=C(Nc1ccsc1C(=O)N1CCCC1)c1ccccc1,-5,3,22,1,-0.8,0,-2,15,-4
COc1cc(/C=N/N(CCO)C2=NS(=O)(=O)c3ccccc32)cc(OC)c1OC,38,0,3,3,1.8,-10,-11,4,0
O=C(NCCN1CCOCC1)c1cc2ccccc2[nH]1,13,9,-22,-4,-3.8,-5,-2,-16,-10
CN(Cc1cn(-c2ccccc2)nc1-c1ccc2c(c1)OCO2)Cc1nccn1C,14,2,25,-9,-0.9,7,5,18,-1
C/C(=N\Nc1ccc([N+](=O)[O-])cc1)c1ccc(-n2nncc2C(C)(C)C)cc1,7,-12,22,-1,1.3,20,12,14,-5
COc1ccc(NC(=O)CSc2nnc(C)n2N)cc1S(=O)(=O)N1CCCCC1,1,10,-18,-2,0.1,-7,-9,-4,-8
Cc1ccc(NC(=O)CN(C)C(=O)COC(=O)CNS(=O)(=O)c2ccc(F)c(F)c2F)cc1,1,-34,4,-2,0.9,-8,13,-7,9
Cc1ccccc1-c1ncc(CN2CCN(C3CCCC3)C(CCO)C2)cn1 (stereo unspecified),1,9,-12,0,4.4,-6,4,15,-10
O=C1c2ccccc2C(=O)N1Cc1nc(-c2ccccc2)no1,-2,-2,-7,0,1.0,-4,8,0,0
c1ccc(NNC2=NCCS2)cc1,-3,-4,-29,0,0.4,39,34,41,-20
CC(CN1CCOCC1)(NS(=O)(=O)c1ccccc1)c1ccccc1 (stereo unspecified),15,-23,-11,-4,1.8,7,1,6,3
CC(Oc1ccc(Cl)cc1Cl)C(=O)OCn1nnc2ccccc2c1=O (stereo unspecified),-10,15,-5,-2,0.6,-5,-8,15,-1
N#CCCSCc1ccc2oc(C(=O)O)cc2c1,4,6,5,0,2.7,-6,4,-1,-10
COCCNC(=O)CSc1nc2ccc(N3CCOCC3)cc2c(=O)n1Cc1ccc(OC)cc1,-40,-76,-72,5,3.0,2,-4,-19,-39
COc1ccc(/C=N/NC(=O)CNC(=O)c2ccc3c(c2)OCCO3)cc1OC,-4,-9,8,-2,0.4,-6,-6,-9,12
Cc1noc(C)c1C(=O)N1CCN(c2ncccn2)CC1,4,-16,4,1,0.7,-4,13,1,-2
O=C(CCN1C(=O)[C@@H]2Cc3ccccc3CN2C1=O)N[C@H](Cc1ccccc1)C(=O)O,3,12,-1,0,0.9,-10,-10,-17,7
FC(F)(F)c1ccc2c3n(nc2c1)CCN=C3c1ccc(Cl)cc1,6,-14,13,2,1.9,-11,-36,-18,6
CN(CC(=O)Nc1ccc(F)cc1)C(=O)COC(=O)c1cccc(N(C)C)c1,-50,-35,6,5,5.8,-9,-1,1,-21

# Screens (PubChem BioAssay)

# Compounds were not picked by outcome. Share with any hit: about 5%.
